# Screens: PubChem BioAssay, Sanford-Burnham Center for Chemical Genomics
# NLRP3 yeast inh – NALP3 inflammasome inhibitors in reconstituted yeast, primary screen, luminescence, uHTS. inhibition, % at 10 µM. 0.39% of 330,000 active. AID 2825, 2010. Yeast reconstituted NLRP3/ASC/caspase-1, beta-gal luminescence, 24 h;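 active means inhibition of 50% or more; inactive means inhibition below 50%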;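 further: plate controls were induced DMSO wells for no effect and uninduced yeast grown without galactose for full effect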
# ATG4B inh – ATG4B protease inhibitors, primary screen, biochemical, fluorescence, uHTS; 0.51% of 340,000 active; AID 504462, 2011; inhibition, % at 8.33 µM; Cysteine protease ATG4B (Homo sapiens), Q9Y4P1; ATG4B cleavage of LC3-PLA2, NBD-HPC fluorescence, 1 h; in the data active means inhibition above about 40%
# Target sequence (Q9Y4P1 whole entry, looked up): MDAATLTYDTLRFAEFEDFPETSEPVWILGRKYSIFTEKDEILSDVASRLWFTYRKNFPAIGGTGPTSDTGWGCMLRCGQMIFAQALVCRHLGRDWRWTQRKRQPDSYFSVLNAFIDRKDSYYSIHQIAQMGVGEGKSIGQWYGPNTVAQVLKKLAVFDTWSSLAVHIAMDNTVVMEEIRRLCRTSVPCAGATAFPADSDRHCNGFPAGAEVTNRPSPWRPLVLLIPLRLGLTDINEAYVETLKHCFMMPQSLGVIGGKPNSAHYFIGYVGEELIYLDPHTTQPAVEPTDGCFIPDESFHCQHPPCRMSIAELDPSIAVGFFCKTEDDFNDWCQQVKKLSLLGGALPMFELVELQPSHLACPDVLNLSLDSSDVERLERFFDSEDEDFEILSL
# TIM10 inh – growth inhibitors of isogenic TIM10 control yeast, primary screen, counter-screen for tim10-1 yeast inhibitor project, luminescence, uHTS; S. cerevisiae TIM10 strain growth, BacTiter-Glo luminescence, 24 h; inhibition, % at 10 µM; 1.4% of 330,000 active;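 active means inhibition of 40% or more at the single tested concentration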;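 further: wild-type TIM10 isogenic control strain grown at permissive 25 °C; 0% = DMSO yeast wells and 100% = minimal medium wells without yeast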
# Apaf1 inhib – inhibitors of human Apaf-1 apoptosome, primary screen, biochemical, DEVD-Rh110 fluorescence, uHTS; Apoptotic protease-activating factor 1 (Homo sapiens), O14727; reconstituted apoptosome caspase-3 activity; inhibition, % at 20 µM; 0.71% of 330,000 active; active means inhibition of at least 40% at 20 µM;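 further: plate controls were DMSO wells for no effect and DEVD-CHO caspase inhibitor wells for full effect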
#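 detection = Rh110 fluorescence intensity | test system = biochemical Apaf-1 apoptosome reconstitution | also added = cytochrome c and DEVD-Rh110 substrate | schedule = 30 min plus 50 min, RT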
# mIAP activ – activators of mouse IAP, primary screen, biochemical, luminescence, uHTS | 0.24% of 330,000 active | muIAP, CDP-Star luminescence, 30 min; hits give high values; 1 = vehicle-only enzyme signal, 0 = enzyme-free wells | AID 2805, 2010 | activation factor at 10 µM | intestinal alkaline phosphatase [Mus musculus];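 active means activation factor of at least 2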; further: the source names both 10 and 20 µM as test concentration; values of inactives mirror those of a sister screen read the other way
#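 System: Mouse IAP enzyme | Also added: CDP-Star substrate | Dosing: Compounds dispensed in DMSO | Schedule: 30 min enzyme-substrate-compound incubation at room temperature | Technique: Chemiluminescence readout | Control set: DMSO-only wells and no-enzyme negative control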
# tim10-1 inh – growth inhibitors of tim10-1 mutant yeast, primary screen, luminescence, uHTS; S. cerevisiae tim10-1 ts strain growth, BacTiter-Glo, 24 h; inhibition, % at 20 µM; 2.2% of 330,000 active; AID 463190, 2010;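 active means inhibition of at least 40%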;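 further: mutant grown at 25 °C; 0% = DMSO wells with yeast and 100% = wells holding no yeast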
# mIAP block – inhibitors of mouse IAP, primary screen, biochemical, luminescence, uHTS | intestinal alkaline phosphatase [Mus musculus] | purified mouse IAP, CDP-Star luminescence, 30 min | inhibition, % at 10 µM | 0.2% of 330,000 active;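 active means inhibition of at least 40% at 10 µM in the primary screen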;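 further: plate controls were DMSO with enzyme for no effect and no enzyme wells for full effect; values of inactives mirror those of a sister screen read the other way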
# hIAP inh – human IAP inhibitors, primary screen, biochemical, luminescence, uHTS; Intestinal-type alkaline phosphatase (Homo sapiens), P09923; purified IAP, CDP-Star luminescence, 30 min; inhibition, % at 10 µM; 0.12% of 330,000 active;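 active means inhibition reaching a set limit with compound at 10 µM in the primary screen, cut at about 35% in these data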;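 further: plate controls were DMSO wells with enzyme for no effect and no-enzyme buffer wells for full effect; values of inactives mirror those of a sister screen read the other way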
# Target sequence (P09923 whole entry, looked up): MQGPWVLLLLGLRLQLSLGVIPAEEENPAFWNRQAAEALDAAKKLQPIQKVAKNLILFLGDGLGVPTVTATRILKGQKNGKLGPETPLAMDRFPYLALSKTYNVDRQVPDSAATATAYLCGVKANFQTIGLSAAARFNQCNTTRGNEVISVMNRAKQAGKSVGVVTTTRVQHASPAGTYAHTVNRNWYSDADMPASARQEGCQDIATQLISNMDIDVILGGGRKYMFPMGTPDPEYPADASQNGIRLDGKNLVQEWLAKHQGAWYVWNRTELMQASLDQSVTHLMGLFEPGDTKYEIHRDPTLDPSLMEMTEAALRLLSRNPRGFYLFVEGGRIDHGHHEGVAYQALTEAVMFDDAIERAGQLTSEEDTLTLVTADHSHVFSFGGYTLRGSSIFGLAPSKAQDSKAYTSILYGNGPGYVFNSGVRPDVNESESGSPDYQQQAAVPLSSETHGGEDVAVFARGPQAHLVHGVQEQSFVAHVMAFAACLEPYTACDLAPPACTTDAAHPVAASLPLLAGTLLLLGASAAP
# hIAP activ – human IAP activators, primary screen, biochemical, luminescence, uHTS. Intestinal-type alkaline phosphatase (Homo sapiens), P09923. purified human IAP, CDP-Star luminescence, 30 min; hits give high values; 1 = vehicle-only enzyme, 0 = enzyme-free background. activation factor at 10 µM. 0.16% of 330,000 active. AID 2524, 2010;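 active means activation factor of the enzyme at least 2-fold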; further: the source names both 10 and 20 µM as test concentration; values of inactives mirror those of a sister screen read the other way
# * marks the source's active call; other numbers are inactive results; x = not tested or not shown.
# Preview (five entries):
no.	smiles	NLRP3 yeast inh	ATG4B inh	TIM10 inh	Apaf1 inhib	mIAP activ
1	NS(=O)(=O)c1ccc(NC(=O)CN2CCN(S(=O)(=O)/C=C/c3ccccc3)CC2)cc1	7	-1	1	10	1
2	COc1ccccc1CNC(=O)c1cc(=O)c2ccccc2o1	10	0	5	-10	0.96
3	O=C1NC(=Nc2ccc3ccccc3c2)S/C1=C/c1ccco1	19	7	-4	18	0.43
4	Cc1ccc(N2CCN(S(=O)(=O)c3ccc(Cl)s3)CC2C)cc1 (centres undefined)	39	-2	3	11	0.95
5	CCn1nc(NS(=O)(=O)c2cccc3nonc23)c2cc3ccc(C)cc3nc21	13	-5	6	4	0.96

no.	tim10-1 inh	mIAP block	hIAP inh	hIAP activ
1	12	-3	-6	1.1
2	20	4	2	0.98
3	-22	56*	-8	1.1
4	13	5	9	0.91
5	10	4	-5	1

# Results, repeating the preview:
no.	smiles	NLRP3 yeast inh	ATG4B inh	TIM10 inh	Apaf1 inhib	mIAP activ
1	NS(=O)(=O)c1ccc(NC(=O)CN2CCN(S(=O)(=O)/C=C/c3ccccc3)CC2)cc1	7	-1	1	10	1
2	COc1ccccc1CNC(=O)c1cc(=O)c2ccccc2o1	10	0	5	-10	0.96
3	O=C1NC(=Nc2ccc3ccccc3c2)S/C1=C/c1ccco1	19	7	-4	18	0.43
4	Cc1ccc(N2CCN(S(=O)(=O)c3ccc(Cl)s3)CC2C)cc1 (centres undefined)	39	-2	3	11	0.95
5	CCn1nc(NS(=O)(=O)c2cccc3nonc23)c2cc3ccc(C)cc3nc21	13	-5	6	4	0.96
6	CN1C2C=C3C(C#N)=C(N)C(C#N)(C#N)[C@@H](c4ccc(Cl)cc4)[C@@H]3C1CC2 (some centres undefined)	-3	-4	4	5	0.86
7	O=C(Cn1ncc2c(=O)oc3ccccc3c21)N1CCC(N2CCCCC2)CC1	17	-15	1	0	1
8	COc1ccc(CNc2ccc3c(c2)nc(C)n3C)cc1OC	6	-5	-5	-2	0.89

no.	tim10-1 inh	mIAP block	hIAP inh	hIAP activ
1	12	-3	-6	1.1
2	20	4	2	0.98
3	-22	56*	-8	1.1
4	13	5	9	0.91
5	10	4	-5	1
6	-1	14	32	0.68
7	-3	-1	12	0.88
8	-5	11	3	0.97

# Continued.
no.	smiles	NLRP3 yeast inh	ATG4B inh	TIM10 inh	Apaf1 inhib	mIAP activ
9	CC(C)CCN1C(=O)c2ccc(C(=O)Nc3ccc(O)cc3C(=O)O)cc2C1=O	7	5	15	16	1
10	Cc1nc2ccccc2nc1OCc1cccc([N+](=O)[O-])c1	14	-4	10	-5	0.94
11	COc1ccccc1-n1cnnc1SCC(=O)Nc1cccc(S(=O)(=O)N2CCCCC2)c1	15	x	1	6	0.9
12	O=C(COc1ccc(S(=O)(=O)N2CCCCC2)cc1Cl)N1CCCC1	3	-5	-8	-3	1
13	CCOc1cc(N2CCOCC2)c(OCC)cc1NC(=O)CN1CCCC(C)C1 (centres undefined)	9	-3	12	-13	0.98
14	O=C(CNC(=O)Cc1ccccc1)N=Nc1c(O)[nH]c2ccc(Br)cc12	11	-6	6	11	0.99
15	NC(=O)C1CCN(C(=O)CCCCCn2c(=O)[nH]c3ccsc3c2=O)CC1	1	-9	12	0	0.94
16	O=S(=O)(NCC1(N2CCOCC2)CCCCC1)c1ccc(Cl)cc1C(F)(F)F	2	-5	21	15	0.9

no.	tim10-1 inh	mIAP block	hIAP inh	hIAP activ
9	31	-3	-22	1.2
10	3	6	3	0.97
11	9	10	-3	1
12	11	-3	9	0.91
13	9	2	-8	1.1
14	10	1	-73	1.7
15	6	6	6	0.94
16	28	10	25	0.75

# Remaining list, next part
no.	smiles	NLRP3 yeast inh	ATG4B inh	TIM10 inh	Apaf1 inhib	mIAP activ
17	CCC[C@@H](CN1CCC[C@H]1CN1C(N)=NC[C@@H]1Cc1ccccc1)N1C[C@@H]([C@H](C)CC)N(CCCC2CCCC2)C1=N	49	1	-38	77*	1.9
18	O=C1CCc2cc(S(=O)(=O)N3CCC(C(=O)NCc4ccccc4Cl)CC3)ccc2N1	3	-5	5	2	1
19	Cc1ccc(OCC(=O)OCc2c(C)noc2C)cc1C	9	-10	-7	3	0.92
20	N#C/C(=C\N1CCOCC1)C(N)=O	2	7	-11	-6	1.1
21	CC(=O)OCCn1c(Br)nc2c1c(=O)[nH]c(=O)n2C	20	-4	4	2	1.2
22	CC(Oc1cc2oc(=O)c3c(c2cc1Cl)CCCC3)C(=O)NCc1ccncc1 (centres undefined)	20	-8	-95	4	1
23	CCCN1Cc2cccc(C(=O)Nc3ccc(C)cc3)c2C1=O	17	-4	9	4	0.94
24	CN1CCN(/N=C/c2ccc(N(C)c3ccccc3)cc2)CC1	11	5	-32	11	1

no.	tim10-1 inh	mIAP block	hIAP inh	hIAP activ
17	-27	-95	-18	1.2
18	-14	-2	-7	1.1
19	-8	8	-2	1
20	-3	-8	-6	1.1
21	-11	-22	-20	1.2
22	14	-1	2	0.98
23	15	6	1	0.99
24	5	-3	-13	1.1

# Going on with the list.
no.	smiles	NLRP3 yeast inh	ATG4B inh	TIM10 inh	Apaf1 inhib	mIAP activ
25	COc1ccc(O)c(-c2cc(-c3ccccc3[N+](=O)[O-])[nH]n2)c1	22	19	35	3	0.91
26	CCCCOc1cccc(C(=O)NC(=S)Nc2cccnc2)c1	18	-8	16	18	0.83
27	CN(c1ccc(OCC(=O)Nc2nc(-c3ccccc3)cs2)cc1)S(=O)(=O)c1ccc(F)cc1	20	1	8	2	1
28	CCOc1ccc(CN(C)C(=O)CN2C(=O)NC(c3ccccc3)(c3ccccc3)C2=O)cc1	19	-11	12	13	1.1
29	O=C(CN(Cc1ccccc1)S(=O)(=O)c1ccc2c(c1)OCCO2)N/N=C/c1cccc(Br)c1	11	-13	0	2	0.97
30	CC1=NNC(=O)C1Oc1ccccc1 (centres undefined)	13	0	10	-9	0.94
31	CCN(C(=S)NCc1ccccc1)c1ccccc1	1	-2	14	2	0.94
32	COC(=O)[C@H](CC(C)C)NC(=O)Nc1ccc(F)cc1	7	5	19	-17	1.1

no.	tim10-1 inh	mIAP block	hIAP inh	hIAP activ
25	21	9	-15	1.2
26	43*	16	-10	1.1
27	11	-2	-6	1.1
28	-3	-8	-2	1
29	16	3	-8	1.1
30	22	6	4	0.96
31	26	6	-15	1.1
32	14	-7	18	0.82

# The list goes on.
no.	smiles	NLRP3 yeast inh	ATG4B inh	TIM10 inh	Apaf1 inhib	mIAP activ
33	O=C(CN1CCCC1c1cccs1)Nc1cc(S(=O)(=O)N2CCCC2)ccc1Cl (centres undefined)	2	2	-17	13	0.97
34	Cc1ccc(NC(=O)Cc2nc(CCl)cs2)cc1	4	0	31	-1	0.98
35	Cc1nonc1NC(=O)CSc1nnnn1-c1ccccc1	18	-6	5	0	0.9
36	CN(C)c1ccc(P(=O)(OC2CCCCC2)C(O)c2cccnc2)cc1 (centres undefined)	-7	4	-3	-9	1
37	O=C(O)c1ccc(S(=O)(=O)N2CCCc3ccccc32)cc1	0	-2	10	3	1.1
38	CCOc1cc(-c2noc(-c3ccncc3)n2)cc(Br)c1OC	-23	-3	11	13	0.83
39	Cc1ccccc1CN1C(=O)[C@H]2Cc3c([nH]c4ccccc34)C(C)(C)N2C1=O	1	19	5	17	1.2
40	Cc1ccc(S(=O)(=O)CC(=O)Nc2nc(C(C)(C)C)cs2)cc1	51*	6	4	15	0.92

no.	tim10-1 inh	mIAP block	hIAP inh	hIAP activ
33	0	3	-1	1
34	33	2	5	0.95
35	7	10	18	0.82
36	2	-1	-1	1
37	30	-5	-14	1.1
38	15	17	2	0.97
39	-3	-18	8	0.92
40	34	8	0	1

# Next records follow.
no.	smiles	NLRP3 yeast inh	ATG4B inh	TIM10 inh	Apaf1 inhib	mIAP activ
41	COc1ccc(NC(=O)C2(S(=O)(=O)c3ccc(C)cc3)CC2)cc1OC	-10	-14	14	-5	0.86
42	COc1ccc(Cl)cc1C(=O)NNC(=O)CNC(=O)c1ccco1	2	-35	1	-1	0.87
43	C=CCn1c(Cc2ccccc2)n[nH]c1=S	1	-5	14	-18	1.1
44	CCOC(=O)C1CCCN(CC(=O)Nc2ccc(C(=O)Nc3ccccc3OC)cc2)C1 (centres undefined)	18	0	1	21	1
45	COc1ccc(/C=N/NC(=O)c2[nH]c(C)c(C(=O)N/N=C/c3ccc(OC)cc3)c2C)cc1	18	-12	-5	9	0.92
46	CNc1nc(Cl)c(SC)c(NC2CCCCC2)n1	12	0	4	-13	0.9
47	O=C(Cn1[nH]c(=O)c2ccccc2c1=O)Nc1cccc(-c2nnc3n2CCCCC3)c1	-1	-13	11	-2	0.95
48	Cc1ccc(-n2nc3c(c2NC(=O)c2ccc4c(c2)OCO4)CSC3)c(C)c1	7	-4	-7	-5	1

no.	tim10-1 inh	mIAP block	hIAP inh	hIAP activ
41	19	14	-5	1
42	-12	13	-4	1
43	12	-10	6	0.94
44	27	-3	-10	1.1
45	4	8	-2	1
46	18	10	0	1
47	13	5	1	0.99
48	16	-2	7	0.93

# Later entries
no.	smiles	NLRP3 yeast inh	ATG4B inh	TIM10 inh	Apaf1 inhib	mIAP activ
49	COc1ccc(C(=O)CSc2nnc(CNc3ccc(F)cc3)o2)cc1	8	-3	6	6	0.93
50	CCOC(=O)c1ccccc1NC(=O)CSc1nc(N)cc(N)n1	11	2	-6	-21	0.87
51	CCCC(=O)NCc1nc2ccccc2n1CC(=O)c1ccccc1	1	1	12	5	1
52	O=c1oc(-c2ccc(Br)cc2)nc2ccccc12	22	-2	5	12	1
53	CCOC(=O)c1csc(NC(=O)Nc2cccc(Cl)c2)n1	6	-3	6	1	1
54	Cc1n[nH]c(C)c1S(=O)(=O)N1CCCC(C(=O)NCc2ccc(F)cc2)C1 (centres undefined)	21	-4	-4	2	1
55	CCC(Sc1nncn1C)C(=O)Nc1cc(C)on1 (centres undefined)	17	0	-9	-4	0.97
56	O=C(Nc1ccc(F)cc1F)c1c(C(F)(F)F)ccnc1Oc1ccc(Cl)cc1	3	0	16	-12	0.98
57	O=C(Nc1ccc(NC(=O)C2CCCN2C(=O)OCc2ccccc2)cc1)c1ccco1 (centres undefined)	4	-4	5	-2	1.2
58	CC(C)(C)OC(=O)NCc1ccc(CNC(=O)c2nc[nH]c2C(=O)NCc2ccccc2)cc1	-4	2	9	20	0.95

no.	tim10-1 inh	mIAP block	hIAP inh	hIAP activ
49	10	8	-5	1.1
50	-19	13	13	0.87
51	6	-2	-9	1.1
52	21	-3	7	0.93
53	14	0	-15	1.2
54	6	-4	-15	1.2
55	-11	2	4	0.96
56	15	2	5	0.95
57	-1	-16	-18	1.2
58	13	5	-15	1.1
